Screens from PubChem.
Keap1-Nrf2 PPI: inhibitors of human Keap1-Nrf2 protein-protein interaction; Q14145; Keap1 Kelch-Nrf2 peptide fluorescence polarization, 1536-well; hit rate 0.15% among 340,000; inhibition, % at 9.4 µM; in the data active = inhibition above about 12%;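 also: human Keap1 Kelch domain with fluorescein labeled Nrf2 9mer peptide probe; 0% = neutral control wells and 100% = peptide positive control; higher means more block of Keap1 binding to Nrf2 peptide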
Target sequence (Q14145 whole entry, looked up, the tested form may be a part): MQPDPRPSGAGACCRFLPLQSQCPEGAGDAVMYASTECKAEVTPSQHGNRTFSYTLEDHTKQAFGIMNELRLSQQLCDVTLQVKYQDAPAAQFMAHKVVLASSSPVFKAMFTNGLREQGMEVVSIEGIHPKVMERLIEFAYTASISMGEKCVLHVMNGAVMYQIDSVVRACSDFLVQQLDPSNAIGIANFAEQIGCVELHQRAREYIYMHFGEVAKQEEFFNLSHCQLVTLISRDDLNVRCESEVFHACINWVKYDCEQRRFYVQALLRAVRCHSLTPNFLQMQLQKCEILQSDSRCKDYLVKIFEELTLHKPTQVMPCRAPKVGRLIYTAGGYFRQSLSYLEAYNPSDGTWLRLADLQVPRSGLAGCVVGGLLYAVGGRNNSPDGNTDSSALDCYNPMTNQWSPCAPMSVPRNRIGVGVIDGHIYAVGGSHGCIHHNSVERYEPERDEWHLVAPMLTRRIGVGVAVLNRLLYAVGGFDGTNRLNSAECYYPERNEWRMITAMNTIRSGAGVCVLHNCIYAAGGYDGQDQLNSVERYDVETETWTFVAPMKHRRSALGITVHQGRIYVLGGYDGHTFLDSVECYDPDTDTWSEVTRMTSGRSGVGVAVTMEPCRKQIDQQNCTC
DAGLB inhibitor: diacylglycerol lipase beta (human) inhibition; Q8NCG7; HEK293T DAGLB membrane lysate, EnzChek fluorogenic substrate; inhibition, % at 5.17 µM; hit rate 0.059% among 340,000; in the data active = inhibition above about 34%;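 also: 0% = enzyme with vehicle and 100% = wells lacking enzyme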
CAL PDZ FP-1: inhibitors of human CAL PDZ peptide binding | Q9HD26 | purified CAL PDZ, TMR-peptide fluorescence polarization, 1 h | inhibition, % at 24.9 µM | hit rate 0.92% among 300,000 | AID 602252;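 active = mean inhibition of at least 30% with at least half of replicates also reaching 30%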;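 also: 0% = DMSO neutral control and 100% = excess unlabeled competitor peptide PRC23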
SR-BI uptake up: enhances SR-BI lipid uptake from DiI-HDL | CHO ldlA[mSR-BI] cells, DiI-HDL uptake fluorescence, 3 h; 100 = double the neutral-control signal | hit rate 0.096% among 320,000 | activation, % at 12.5 µM;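 active = mean replicate activation of at least 60% and every replicate at or above 60%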;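 also: 0% = median plate neutral-control signal and 100% = twice that signal; values of inactives mirror those of a sister screen read the other way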
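Material: SR-BI-overexpressing, LDLR-lacking CHO cells; schedule: compound exposure 3 h, 37 °C; reagent: DiI-labelled HDL at 10 µg/mL final; technique: bottom-read fluorescence, 550/595 nm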
RTF Ca sens act: increases calcium sensitivity of human cardiac regulated thin filaments; P19429+P45379; activation, % at 7.2 µM; IANBD-labeled TnC RTF fluorescence at EC20 calcium; 0% EC20 calcium, 100% full calcium; AID 493008; hit rate 0.24% among 340,000;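 active = activation above the mean over all tested compounds plus 3 SD, cut at about 30% in these data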;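 also: rise in fluorescence read as greater calcium sensitivity of cardiac thin filaments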
PKA-R2B activ: PKA-R2B complex activation; PKA-R2B holoenzyme dissociation, Cy5-IP20 fluorescence polarization; R2B truncated from residue 108, S112A mutant; 0% DMSO only, 100% 113 µM cGMP; activation, % at 11.4 µM; hit rate 0.079% among 340,000;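 active = activation above a cutoff set at the mean over all compounds plus 3 SD, cut at about 18% in these data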;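 also: higher means more holoenzyme dissociation and a rise in polarization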
CAL PDZ FP-2: human CAL PDZ-peptide interaction inhibition; Q9HD26; purified CAL PDZ, TMR-peptide fluorescence polarization, 1 h; inhibition, % at 20 µM; hit rate 0.02% among 330,000; AID 504414;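 active = highest replicate inhibition of at least 40%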;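 also: plate controls were DMSO neutral control wells for no effect and unlabeled competitor peptide control wells for full effect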
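Control set: unlabelled peptide and DMSO controls / Material: purified CerCALP PDZ construct / Timing: 1 h incubation at room temperature before polarization reading / Doses: 20 µM, one dose / Detection: fluorescence polarization (mP)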
Rtt109 Vps75: blocks Candida albicans Rtt109/Vps75 acetyltransferase activity | Q5AAJ8 | hit rate 0.16% among 330,000 | inhibition, % at 34.9 µM | purified Rtt109/Vps75, ThioGlo CoA-SH fluorescence, 4 h;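 active = inhibition of at least 50% in every replicate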
Target sequence (Q5AAJ8 whole entry, looked up): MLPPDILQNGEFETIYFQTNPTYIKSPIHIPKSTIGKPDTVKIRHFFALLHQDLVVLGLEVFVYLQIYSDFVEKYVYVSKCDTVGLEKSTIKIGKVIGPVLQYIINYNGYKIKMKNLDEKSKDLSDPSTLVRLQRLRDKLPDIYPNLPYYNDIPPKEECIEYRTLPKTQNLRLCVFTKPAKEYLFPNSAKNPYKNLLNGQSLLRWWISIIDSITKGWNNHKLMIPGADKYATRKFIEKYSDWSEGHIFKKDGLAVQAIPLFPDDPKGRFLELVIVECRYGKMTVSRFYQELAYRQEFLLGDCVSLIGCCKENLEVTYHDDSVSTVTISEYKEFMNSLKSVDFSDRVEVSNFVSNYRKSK
RTF Ca sens inh: cardiac RTF calcium desensitization | P19429+P45379 | IANBD-labeled cardiac RTF, Ca2+ fluorescence | inhibition, % at 7.15 µM | hit rate 0.12% among 340,000 | AID 493244;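 active = inhibition above the mean inhibition of all tested compounds plus 3 SD, cut at about 17% in these data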;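 also: assay run at fixed EC70 calcium of 1.6 mM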
LANA DNA inh: blocks KSHV LANA C-terminal domain binding to DNA; MBP-C-LANA/FAM-LBS DNA binding, fluorescence polarization; inhibition, % at 9 µM; hit rate 0.078% among 340,000; AID 504423;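 active = highest replicate inhibition at or above 60% at 9 µM, even if other replicates fall short; inactive = all replicates below 60% inhibition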;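 also: 0% = neutral control wells and 100% = 4 µM acridine orange control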
* = called active by the depositor; . = no result given.

No.	structure	Keap1-Nrf2 PPI	DAGLB inhibitor	CAL PDZ FP-1	SR-BI uptake up	RTF Ca sens act	PKA-R2B activ	CAL PDZ FP-2	Rtt109 Vps75	RTF Ca sens inh	LANA DNA inh
1	COc1ccccc1NC(=O)Cc1ccc(-c2ccccc2)cc1	-5	-9	-1	.	-5	-4	-2.3	13	-10	1.0
2	O=C(NCc1ccco1)C1CCCN1S(=O)(=O)c1ccccc1C(F)(F)F (centres undefined)	1	2	-1	-3	8	0	-0.1	38	-10	1.2
3	O=C(NCc1ccncc1)C(=O)Nc1ccc2c(c1)OCO2	-2	2	.	15	5	0	-0.3	0	3	-1.5
4	CCC(C)(C)NC(=O)c1cc([N+](=O)[O-])ccc1N1CCCCC1	-3	-8	-3	-3	3	-2	-1.4	16	-1	0.1
5	CCCn1c(SCC(=O)NC(=O)NCc2ccccc2)n[nH]c1=O	1	-2	0	30	-5	2	0.0	0	-1	-2.0
6	Cc1cc2cc(CCNC(=O)c3cccc([N+](=O)[O-])c3)c(=O)[nH]c2cc1C	2	0	0	3	-7	13	0.0	13	-4	3.5
7	CS(=O)(=O)N1CCN(C(=O)c2cc(-c3cccnc3)nc3ccc(Br)cc23)CC1	-2	0	4	11	-4	5	-0.1	5	-8	0.0
8	CN(C)C(CNC(=O)c1ccc(NS(=O)(=O)c2ccc(F)c(F)c2)cc1)c1ccccc1 (centres undefined)	-3	2	-3	-1	0	-8	-1.9	-8	-8	0.4
9	COc1ccc(/C(C)=N/NC(=O)Cc2c(C)nc(C)[nH]c2=O)cc1	3	-1	-1	6	-3	10	1.0	8	-5	-2.3
10	Cc1cccc(N(C)C(=O)c2cc3cc4ccc(C)cc4nc3o2)c1	-1	-3	0	43	0	-5	-1.2	8	-3	-0.8
11	COc1ccc(C(=O)NCc2nnc(SCC(=O)NCc3ccco3)o2)cc1OC	2	2	1	1	-6	-19	0.0	7	-6	-0.7
12	Cc1ccc(OCCNC(=O)CCNS(=O)(=O)c2ccc3ccccc3c2)cc1	-11	-3	-1	18	-1	-2	-1.6	-7	-1	-3.2
13	c1ccc(-c2ccc(CN3CCN(c4ncccn4)CC3)cc2)cc1	-1	-6	-3	25	-2	5	-1.3	-4	-5	0.6
14	CN(c1ccc(OCC(=O)N2CCOCC2)cc1)S(=O)(=O)c1ccc(Cl)cc1	-2	1	13	.	-3	-10	-2.9	0	5	0.2
15	c1ccc(Cn2nnc3c(N4CCN(Cc5ccc6c(c5)OCO6)CC4)ncnc32)cc1	0	-7	0	30	-9	-7	-2.0	-1	-4	-0.3
16	Cc1nnc(NC(=O)CSc2ccc3nnc(-c4ccccn4)n3n2)s1	-5	-2	-3	17	-6	0	-1.7	-3	1	-0.2
17	CC(C(=O)O)c1cccc(Oc2ccccc2)c1 (centres undefined)	1	0	-3	6	-2	-11	0.2	-2	10	7.6
18	CC(C)CN(C(=O)c1ccc(=O)n(C)n1)c1c(N)n(Cc2ccccc2)c(=O)[nH]c1=O	0	2	-8	20	-6	2	-2.4	2	-4	0.0
19	COc1ccc(C(=O)NCCN2CCCC2)cc1	-1	-2	-3	9	-1	0	-0.6	2	-11	-3.4
20	CC(C)(C)CN1CCN(Cc2cc3ccccc3[nH]2)CC1CCO (centres undefined)	-6	-2	-6	29	4	10	-1.5	-4	-5	1.0
21	CC(OC(=O)c1cc(-c2cccnc2)nc2ccccc12)C(=O)Nc1ccc2ccccc2c1 (centres undefined)	-7	-2	-3	-16	5	-7	-0.6	1	9	-0.1
22	CC(Sc1nc2ncc(Cl)cc2[nH]1)C(=O)NC1(C#N)CCCCC1 (centres undefined)	-3	-1	-4	18	0	-4	0.1	2	5	1.1
23	CCn1c(SCC(=O)c2ccccc2)nnc1-c1cccnc1	-5	0	-1	21	-8	0	-2.5	1	-4	1.1
24	CC(=O)NCc1nc2ccccc2n1C(C)C	0	0	-3	5	3	5	0.2	-1	-2	0.3
25	C=CCNc1nc2c(c(=O)[nH]c(=O)n2C)n1Cc1cccc(C)c1	0	3	-3	-9	1	22*	0.6	4	-9	0.7
26	Cc1ccc(C(=O)NC(C)c2ccc(F)cc2)cc1 (centres undefined)	-2	-1	11	26	3	4	-2.2	-8	8	-0.4
27	COc1cccc(CN2CCN(C(c3ccccc3)c3ccccc3)CC2)c1O	-8	-3	.	7	5	-5	0.1	-8	-4	-0.4
28	COc1ccc(-c2nc(N)nc(C)c2-c2ccc(Cl)cc2)c(O)c1	-2	-4	-3	-32	1	2	-0.4	2	-4	-2.1
29	CC12CCC(C(=O)NNC(=O)c3ccc(Br)cc3)(OC1=O)C2(C)C (centres undefined)	-2	-2	-4	16	-3	2	-1.9	-3	2	0.3
30	CC(=O)NC(Cc1c[nH]c2ccccc12)C(=O)N/N=C/c1ccccc1 (centres undefined)	-2	3	.	11	3	8	-0.7	2	-15	-0.8

Results in SR-BI uptake up, DAGLB inhibitor and Keap1-Nrf2 PPI, for some of the entries so far:
no. | canonical_smiles | SR-BI uptake up | DAGLB inhibitor | Keap1-Nrf2 PPI
16 | Cc1nnc(NC(=O)CSc2ccc3nnc(-c4ccccn4)n3n2)s1 | 17 | -2 | -5
17 | CC(C(=O)O)c1cccc(Oc2ccccc2)c1 (centres undefined) | 6 | 0 | 1
18 | CC(C)CN(C(=O)c1ccc(=O)n(C)n1)c1c(N)n(Cc2ccccc2)c(=O)[nH]c1=O | 20 | 2 | 0
19 | COc1ccc(C(=O)NCCN2CCCC2)cc1 | 9 | -2 | -1
20 | CC(C)(C)CN1CCN(Cc2cc3ccccc3[nH]2)CC1CCO (centres undefined) | 29 | -2 | -6

Entries of single compounds from above. Order of values: Keap1-Nrf2 PPI, DAGLB inhibitor, CAL PDZ FP-1, SR-BI uptake up, RTF Ca sens act, PKA-R2B activ, CAL PDZ FP-2, Rtt109 Vps75, RTF Ca sens inh, LANA DNA inh
c1ccc(-c2ccc(CN3CCN(c4ncccn4)CC3)cc2)cc1 is entered as -1, -6, -3, 25, -2, 5, -1.3, -4, -5, 0.6
O=C(NCc1ccncc1)C(=O)Nc1ccc2c(c1)OCO2 is entered as -2, 2, ., 15, 5, 0, -0.3, 0, 3, -1.5
CC(=O)NC(Cc1c[nH]c2ccccc12)C(=O)N/N=C/c1ccccc1 (centres undefined) is entered as -2, 3, ., 11, 3, 8, -0.7, 2, -15, -0.8

Continuation.
No.	structure	Keap1-Nrf2 PPI	DAGLB inhibitor	CAL PDZ FP-1	SR-BI uptake up	RTF Ca sens act	PKA-R2B activ	CAL PDZ FP-2	Rtt109 Vps75	RTF Ca sens inh	LANA DNA inh
31	O=C(NCCCN1CCCCC1)c1ccc2c(c1)ncn2C1CCCC1	0	-2	-4	15	4	-11	-2.6	-4	-4	-1.4
32	CN(C)/C=C(/C(=O)c1ccc(Cl)cc1)n1cncn1	-2	-3	2	1	9	-1	-3.0	-5	-14	-0.7
33	COc1cc(/C=N/OCC(=O)Nc2cc(C)on2)ccc1OCc1ccccc1	-7	-5	-1	-10	0	-3	0.3	4	-3	1.2
34	O=C(C1CCCN(S(=O)(=O)c2ccc(Cl)cc2)C1)N1CCCC1 (centres undefined)	5	0	10	-16	-2	0	-2.2	-4	12	-0.8
35	COc1ccc(C2NC(=O)NC(C)=C2C(C)=O)cc1 (centres undefined)	-2	0	-4	18	7	-5	0.7	-1	-12	0.5
36	CN(C)CCn1c(=S)[nH]c2ccc(Cl)cc2c1=O	-2	4	8	13	3	-1	-1.8	-1	4	0.2
37	Cc1cccc(NCc2ccccc2O)n1	-5	1	-7	5	-7	-8	-0.2	2	6	3.3
38	CCOC(=O)c1c(C)c(-c2ccccc2)n(CC(=O)NCCC(C)C)c1C	5	-1	-8	-54	5	4	0.7	-7	2	0.3
39	O=C1[C@H](Cc2ccccc2)NCC=CC[C@H](c2ccco2)N1Cc1ccccc1	-3	-1	.	41	9	7	-0.9	3	-2	1.0
40	CCc1ccc(C2CC(c3ccc(F)cc3)Nc3nc(N)nn32)cc1 (centres undefined)	-8	2	-3	-2	3	-3	-0.7	-11	5	-2.1
41	COc1ccc(NC(=O)C2CC(=O)N(c3cccc(C)c3C)C2)cc1 (centres undefined)	-7	0	-1	-5	5	4	.	0	-3	0.0
42	O=C(Cc1ccc(Cl)cc1)NCCN1CCCC1	-3	0	0	22	14	-2	-1.0	-8	-13	-0.3
43	O=C(NC1CC1)C1CCN(c2ccc(S(=O)(=O)N3CCOCC3)cc2)CC1	-4	3	.	5	4	-10	0.0	6	-3	1.0
44	CCOc1ccc(NC(=O)C2CCN(S(=O)(=O)c3ccc4c(c3)NC(=O)C(C)S4)CC2)cc1 (centres undefined)	-2	-2	0	-30	-1	-3	-2.0	-1	-8	0.5
45	CCCCN(C1CCS(=O)(=O)C1)S(=O)(=O)c1ccc(C(C)C)cc1 (centres undefined)	-9	-2	1	8	-3	3	-1.0	3	-9	4.5
46	Cc1cccc(-n2nc3c([n+]2[O-])CCc2nonc2-3)c1C	1	-1	-25	6	10	-15	-1.5	-4	-2	-1.2

An excerpt of these results, with each value named:
#33 COc1cc(/C=N/OCC(=O)Nc2cc(C)on2)ccc1OCc1ccccc1
  Keap1-Nrf2 PPI = -7; DAGLB inhibitor = -5; CAL PDZ FP-1 = -1; SR-BI uptake up = -10; RTF Ca sens act = 0; PKA-R2B activ = -3; CAL PDZ FP-2 = 0.3; Rtt109 Vps75 = 4; RTF Ca sens inh = -3; LANA DNA inh = 1.2

#34 O=C(C1CCCN(S(=O)(=O)c2ccc(Cl)cc2)C1)N1CCCC1 (centres undefined)
  Keap1-Nrf2 PPI = 5; DAGLB inhibitor = 0; CAL PDZ FP-1 = 10; SR-BI uptake up = -16; RTF Ca sens act = -2; PKA-R2B activ = 0; CAL PDZ FP-2 = -2.2; Rtt109 Vps75 = -4; RTF Ca sens inh = 12; LANA DNA inh = -0.8

Compounds as they come (roughly 1.6% active in at least one column).
